Screening results deposited in PubChem by National Center for Advancing Translational Sciences (NCATS).
Tb PFK inh: T. brucei PFK enzyme inhibition | T. brucei PFK, ADP-Glo luminescence | hit rate 0.17% among 330,000 | AID 485367 | Potency, µM (doses to about 57.5 µM), for inactives: at the highest dose activity, negative = inhibition, most hits filed as inhibitors;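 also: potency is read from the fitted curve at half-maximal effect; 0% = uninhibited 1x PFK enzyme wells and -100% = no-enzyme wells; nearly all actives have a fitted effect of over 60% in size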
Target sequence (O15648 whole entry, looked up): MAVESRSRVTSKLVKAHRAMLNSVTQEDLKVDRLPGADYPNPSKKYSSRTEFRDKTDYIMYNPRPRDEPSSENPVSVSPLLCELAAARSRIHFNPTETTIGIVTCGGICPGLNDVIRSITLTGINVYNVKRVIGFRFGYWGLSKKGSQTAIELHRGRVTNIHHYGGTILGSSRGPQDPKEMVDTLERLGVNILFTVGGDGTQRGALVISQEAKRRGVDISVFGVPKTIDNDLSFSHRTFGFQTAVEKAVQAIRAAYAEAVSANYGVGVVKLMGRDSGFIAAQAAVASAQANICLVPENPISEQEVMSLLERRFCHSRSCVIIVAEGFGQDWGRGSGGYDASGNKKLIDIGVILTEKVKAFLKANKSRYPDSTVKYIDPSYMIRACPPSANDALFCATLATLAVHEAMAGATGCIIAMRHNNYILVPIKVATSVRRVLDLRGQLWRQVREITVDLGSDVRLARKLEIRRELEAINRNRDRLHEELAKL
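In TEA buffer at pH 8.0 with 5 mM MgCl2, enzyme (1.25 nM) converted F6P (0.5 mM) and ATP (0.1 mM) for 45 min at room temperature. ADP product was read by luciferase luminescence.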
TSHR antag: blocks TSH signaling through the human TSH receptor; AID 504810; P16473; TSHR-expressing cells, TSH-stimulated cAMP HTRF, 2 h; hits give low values; hit rate 0.2% among 330,000; activity change, negative = inhibition, % at 11.5 µM;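 active = activity change below a set negative limit, meaning inhibition stronger than a set level, cut at about -70% in these data; inconclusive = activity change between two set negative limits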; also: % is scaled to controls: 0 for no effect and ±100 for the full control effect
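Inhibition of cAMP made by TSHR-expressing cells under TSH stimulation (4nM final, EC80; 2 h, 37 deg C) is quantified with a one-step lysis HTRF kit, anti-cAMP cryptate versus cAMP-d2.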
Chronic BCR inh: inhibitors of chronic active B-cell receptor signaling. ABC-DLBCL IkBa-CBG/CBR reporter, luminescence ratio, 4 h. Potency, µM (top dose mostly 46.1 µM), for the others: top-dose ratio change, negative = lower green/red ratio, usual class: inhibitors. hit rate 0.05% among 340,000. AID 493014; active = well fitted inhibition curve with a large enough effect in the signal ratio, with a control signal flat, not every such curve was filed as active; inconclusive = small, poorly fitted or top-dose-only effect, or effect the other way, or a change in a side signal; the % refers to the signal ratio;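 also: potency is read from the fitted curve at half-maximal effect; plate controls were basal doxycycline-induced cells for no effect and cells given 10 µM MG132 for full effect; MG132 reads +100%, hits lower the ratio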
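Concentration-response series (up to 46 uM) were applied to TMD8 dual-reporter cells for 4 h at 37C with doxycycline. Green/red ratio, after filter-overlap correction, defined %Activity; red signal alone was normalised to basal cells and zero luminescence.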
Coupling enz: coupling enzyme interference in Giardia aldolase counter-screen | activity change, negative = inhibition, % at 58.2 µM, hits read low | coupling enzyme system counterscreen, AmpLite Red fluorescence | hit rate 0.67% among 290,000; in the data active = activity change below about -30%; also: % is scaled to controls: 0 for no effect and ±100 for the full control effect
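Counterscreen lacking aldolase: glyceraldehyde-3-phosphate coupling-enzyme reagent preincubated 10 min at RT with compound (at 57.5 uM final), then substrate/coupling system with AmpLite Red added; fluorescence read at 525/598 nm after 20 min RT.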
AT treatment: potential ataxia-telangiectasia treatments restoring KAP-1 phosphorylation; hit rate 0.19% among 320,000; […] A-T fibroblasts, KAP-1 phosphorylation AlphaLISA; neocarzinostatin DNA damage 30 min before lysis; Potency, µM (top dose mostly 57.5 µM), for the others: at the top dose activation, usual class: activators; also: potency is read from the fitted curve at half-maximal effect; % of control where 0% means no effect; nearly all actives have a fitted effect of over 45% in size
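hTERT-immortalized A-T patient fibroblasts ([…]), 500 cells/well in OPTI-MEM, 1% FBS, got compounds for 60 min, then NCS for 30 min at 37C. Lysates were then assayed for phospho-KAP-1 by AlphaLISA (anti-pKAP1 donor, anti-KAP1 acceptor beads), 6 hr at 25C.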
Giardia killer: Giardia lamblia killing; Giardia lamblia trophozoite viability; AID 540267; activity change, % at 7.66 µM, hits read low; hit rate 0.15% among 340,000; in the data active = activity change below about -80%; inconclusive = between about -30% and that limit;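 also: parasites exposed to compound for two days anaerobically before the ATP read; % is scaled to controls: 0 for no effect and ±100 for the full control effect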
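Each well holds 100 Giardia trophozoites and compound. After two days (48 hrs) at 37 deg C in anaerobic conditions, ATP is quantified by luminescence.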
KCNH2 WT inh: blocks the wildtype human KCNH2 potassium channel; hit rate 0.37% among 340,000; U2OS, BacMam KCNH2, thallium flux FluxOr; hits give low values; activity change, % at 1.84 µM;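 active = maximum activity change below -70%; inconclusive = maximum activity change between -70% and -50%; inactive = maximum activity change above -50%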; also: % is scaled to controls: 0 for no effect and ±100 for the full control effect
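U2OS cells transduced with wild-type KCNH2 virus are loaded with FluxOr dye for 45 min, and thallium flux is measured in kinetic reads before and after stimulation buffer. Rate constants are normalized to DMSO controls.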
GALK inhibitor: galactokinase (human) inhibition | hit rate 0.007% among 270,000 | Purified GALK, Kinase-Glo residual ATP luminescence | AID 1868 | Potency, µM (titrated, usually from 57.5 µM), without a hit: at the top dose activity change, negative = inhibition, usual class: inhibitors; also: potency is read from the fitted curve at half-maximal effect; % is scaled to controls: 0 for no effect and ±100 for the full control effect
Target sequence (P51570 whole entry, looked up): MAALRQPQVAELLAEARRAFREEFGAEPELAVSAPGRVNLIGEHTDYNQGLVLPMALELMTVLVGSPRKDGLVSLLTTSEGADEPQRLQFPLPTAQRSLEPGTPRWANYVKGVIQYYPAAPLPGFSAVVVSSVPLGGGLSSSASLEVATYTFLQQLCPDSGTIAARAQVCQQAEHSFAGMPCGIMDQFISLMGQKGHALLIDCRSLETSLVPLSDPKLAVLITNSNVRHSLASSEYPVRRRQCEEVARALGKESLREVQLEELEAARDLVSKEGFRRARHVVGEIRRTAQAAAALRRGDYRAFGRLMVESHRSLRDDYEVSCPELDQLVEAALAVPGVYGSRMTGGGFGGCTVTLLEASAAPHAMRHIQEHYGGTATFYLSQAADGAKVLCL
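Human GALK (5 nM) with 35 uM ATP and 100 uM galactose in 20 mM HEPES pH 8.0, 5 mM MgCl2, 60 mM NaCl, 1 mM DTT, 0.01% BSA. After 1 h at room temperature, leftover ATP was read by Kinase-Glo Plus luminescence.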
CXXC DNA block: inhibitors of human MLL CXXC domain-DNA interaction. AID 2662. Q03164. Potency, µM (doses to about 115 µM), inactives show at the highest dose activity change, negative = inhibition, usual class: inhibitors. hit rate 0.037% among 290,000. MLL-CXXC / FITC-HOXA9 DNA fluorescence polarization; active = well fitted inhibition curve with a large enough effect in the polarisation, with a control signal flat, not every such curve was filed as active; inconclusive = small, poorly fitted or top-dose-only effect, or effect the other way, or a change in a side signal; inactive = no such curve, though single readings can be large or run the other way; the % refers to the polarisation; also: potency is read from the fitted curve at half-maximal effect
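Fluorescence polarization: 7 uM MLL-CXXC (stock) preincubated 5 min with compounds, then 50 nM fluorescein-HOX-A9 DNA (stock) added; 30 min ambient. Buffer 50 mM Tris-HCl pH 7.5, 50 mM NaCl, 1 mM DTT, 0.05% BSA.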
TCR activator: activates T cell receptor signaling; primary human leukocytes, anti-CD3, IL-2 HTRF, 48 h; Potency, µM (highest dose often 9.22 µM), inactives show at the top dose activation of IL-2 secretion, most hits filed as activators; 330,000 tested, under 10 active; also: % of control where 0% means no effect
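IL-2 produced over 48 hr by a-CD3 bead-stimulated primary human leukocytes exposed to compounds was detected with a homogeneous time-resolved FRET immunoassay, 665nm acceptor signal after 320nm excitation.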
* hit, by the source's call; u = inconclusive; x = no result given; [ ] = another dose, or the depositor's remark. Unless noted, calls follow the shape of the dose curve; as a rule, active = well fitted curve in the direction sought with a large enough effect; inconclusive = small, poorly fitted or top-dose-only effect, or another doubt; inactive = no such curve, though single readings can be large; an effect the other way counts as inactive or inconclusive. Compounds as they come, and some 1.6% of all compounds hit somewhere here.

Molecule	Tb PFK inh	TSHR antag	Chronic BCR inh	Coupling enz	AT treatment	Giardia killer	KCNH2 WT inh	GALK inhibitor	CXXC DNA block	TCR activator
COc1c(Cl)cc(Cl)cc1/C=N/NC(=O)c1nnn(-c2nonc2N)c1CN1CCC(C)CC1	1%	5	-1%	0	-10%	-16	-5	2%	-7%	1%
CC(=O)c1cccc(NC(=O)NC(C)C2CCCO2)c1 (stereo not drawn)	0%	8	-1%	0	-6%	-4	-3	0%	1%	5%
COCCNc1nc2c(-c3cccc(C(F)(F)F)c3)nnn2c2ccccc12	4%	-8	u	0	-8%	6	1	-1%	8%	-2%
O=C(COc1ccc2c3c(c(=O)oc2c1)CCC3)N1CCN(c2ccc(F)cc2)CC1	-6%	-10	0%	1	-4%	8	-18	4%	11%	-2%
COc1ccc(CCNc2oc(COc3ccccc3)nc2C#N)cc1	1%	-15	-2%	-1	-1%	5	0	2%	-4%	3%
CCOC(=O)C1=C(C)N(c2ccccc2)C(=O)/C1=C\c1ccco1	0%	21	-1%	1	-5%	-12	1	2%	2%	-1%[46.1 µM]
COc1cccc(/C=N/c2nc3ccccc3n2C)c1O	-6%	-6	-2%	-3	3%	-4	-9	0%	-12%	x
CC(Oc1ccc(F)cc1)C(=O)Nc1ccc(S(=O)(=O)NC2=NCCCCC2)cc1 (stereo not drawn)	-9%	-1	-1%	x	4%	13	-4	x	x	-32%
O=C1NN(c2cccc(Br)c2)C(=O)/C1=C/c1ccc(-c2cc([N+](=O)[O-])ccc2O)o1	1%	-8	-5%	7	-15%	-8	0	-3%	-27%	-8%
COc1ccc(Cl)cc1NC(=O)CN1CCCCCC1	-1%	-12	u	2	0%	18	18	2%	7%	2%
Cn1c(Cc2ccccc2)nnc1SCC(=O)NC1CCCCC1	-16%	3	6%	0	11%	-24	2	-3%	2%	-3%
Cn1c(CCC(=O)OCC(=O)NCC(F)(F)F)nc(=O)c2ccccc21	3%	25	3%	0	3%	37[activator]	10	0%	5%	-3%
CCN(CC)CCOC(=O)c1ccc(NC(=O)CNC(=O)c2ccccc2)cc1	0%	25	0%	2	-2%	0	-6	0%	3%	-5%
Cc1cccc(NC(=O)c2ccc(C(=O)c3ccccc3)o2)c1	10%	-10	u	-3	4%	4	-2	0%	-11%	-8%
Cc1ccccc1Nc1cc(=O)oc2ccccc12	-6%	2	-28%	1	7%	-4	4	-1%	-5%	-1%
N#Cc1ccc(CSc2nnc3[nH]c(=O)cc(N)n23)cc1	2%	45	2%	1	-1%	-13	-7	0%	12%	9%
O=C(NCc1ccccc1)c1cccc(S(=O)(=O)N2CCOCC2)c1	0%	-6	u	1	-2%	-10	2	0%	-1%	2%
O=C(NN1CCOCC1)C12CC3CC(CC(C3)C1)C2	0%	5	-13%	8	1%	1	1	0%	-2%	16%[46.1 µM]
Cc1cc(C=O)c(C)n1-c1ccc(N2CCOCC2)cc1	0%	-1	0%	3	-4%	4	-9	1%	12%	5%[46.1 µM]
CSc1ccccc1Nc1ncnc(N)n1	-2%	6	u	3	-9%	-11	-10	-1%	-7%	2%
C=CCn1c(CNC(=O)c2ccco2)nnc1SCC(=O)Nc1cccc(Br)c1	-1%	5	u	-1	2%	22	10	-1%	9%	-3%
COc1ccc(C2N(c3cc(Cl)ccc3OC)C(=O)C3CCCN32)c(OC)c1 (stereo not drawn)	-5%	5	u	0	1%	-18	1	0%	-12%	-5%
CCC(CC)NC(=O)Nc1ccc(F)c(Cl)c1	-16%	15	1%	-2	3%	1	2	3%	-4%	10%
Cn1c(=NC(=O)CCl)sc2ccccc21	2%	4	u	x	1%	3	18	3%	-13%	2%
O=C(CSc1ccc2c(c1)OCCO2)Nc1ccc2c(c1)OCO2	-3%	1	-26%	-2	0%	-15	-2	-1%	7%	-4%
COc1ccc(S(=O)(=O)Cc2ccc(C(=O)NCC(OC)OC)o2)cc1	-11%	13	-6%	-1	-2%	8	0	1%	5%	-6%
FC(F)Sc1ccc(NC(=S)NC2CCCC2)cc1	-2%	-9	u	1	2%	3	-2	0%	19%	-3%
COc1cc(CN2CC(=O)N(c3cccc(Cl)c3C)C2=S)cc(OC)c1OC	0%	-3	u	-5	-5%	-23	-40	1%	15%	-7%
O=C(O)c1cccc2sc3cc(Cl)ccc3c(=O)c12	4%	-31	u	x	2%	6	1	x	x	-1%
CC(=O)NC(Cc1ccccc1)C(=O)OCC(=O)c1ccccc1 (stereo not drawn)	1%	-3	u	-1	3%	-17	5	2%	2%	-1%[46.1 µM]
COc1ccccc1-n1nc(C(=O)NCc2ccco2)c2ccccc2c1=O	3%	14	14%	2	x	13	-1	0%	0%	5%
O=C1CC(c2ccccc2)c2ccccc21 (stereo not drawn)	0%	3	-11%	1	-2%	-17	7	7%	1%	-3%
COc1ccc2c(c1OC)C(=O)N1N=C(c3ccc(O)cc3)CC21 (stereo not drawn)	4%	-13	u	1	-2%	u	-4	-3%	1%	1%
Cc1cc(NCc2ccccc2)n2ncc(-c3ccccc3)c2n1	-7%	-9	u	-2	18%	1	-1	-2%	17%	1%
CSCCC(NC(=O)COc1ccccc1)C(=O)N(C)CC(=O)Nc1ccc(C)cc1 (stereo not drawn)	-16%	8	4%	x	6%	-21	-12	x	x	5%
C/C(=N/NS(=O)(=O)c1ccc(C)c(C)c1)c1c[nH]c2ccccc12	3%	-5	-1%	0	-1%	-10	-2	-1%	-4%	11%
O=C1c2cccnc2Oc2ccc(Cl)cc2N1Cc1ccc(F)cc1	1%	2	u	2	1%	-11	-12	-3%	-3%	-2%[46.1 µM]
Cc1[nH]c2ccccc2c1/C=N/Nc1cccc(C(=O)O)c1	5%	3	u	-1	2%	-8	7	-4%	16%	5%
CC1(C)OC(=O)C(=CNc2ccccc2)C(=O)O1	4%	2	u	1	-7%	26	0	2%	8%	1%
CC(C)c1ccc(C2(C)NC(=O)N(CC(=O)NCC3COc4ccccc4O3)C2=O)cc1 (stereo not drawn)	-9%	-12	-5%	x	4%	u	-5	x	x	-1%
COc1ccc2[nH]cc(C(=O)CN3CC(C)CC(C)C3)c2c1 (stereo not drawn)	2%	0	0%	1	7%	8	23	-1%	33%	-5%
CCCN1CCC(NC(=S)Nc2ccc([N+](=O)[O-])cc2)CC1	-3%	-3	-1%	-3	1%	-1	62	2%	-6%	0%
COc1ccc(C(=O)COC(=O)C2CCC(=O)N2)cc1 (stereo not drawn)	-4%	0	4%	-2	-2%	0	1	-1%	-1%	-1%
CCOC(=O)c1ccc(N2CCN(C(=O)c3ccccc3)CC2)c(NC(=O)c2ccco2)c1	3%	2	u	4	-9%	8	-6	-2%	1%	0%
COc1cccc(C(=O)NNC(=O)/C=C/c2ccccc2)c1	-6%	-2	u	x	-3%	-13	-6	-4%	10%	4%
O=C(CC(c1ccccc1)c1ccccc1)N1CCN(c2ccccn2)CC1	5%	1	-2%	-2	-1%	-9	2	0%	0%	x
CNC(=S)Nc1cccc(S(=O)(=O)NC2=NCCC2)c1	-4%	2	u	3	4%	0	-1	-1%	-8%	1%
Cc1ccc(C(=O)N2CCCC(C(=O)c3ccc(Cl)cc3C)C2)cn1 (stereo not drawn)	-4%	0	1%	1	6%	5	-11	0%	13%	-1%
Cc1ccc(CNC(=O)c2cc(-c3ccccc3C)nn2CC2CC(c3cccnc3)=NO2)cc1 (stereo not drawn)	0%	7	0%	x	2%	9	-8	x	x	1%
CCNC(=O)C/C(C)=N/NC(=O)C1CCCCC1	1%	4	-10%	2	-1%	3	12	0%	-8%	2%[46.1 µM]
Cc1nn(C)c(C)c1S(=O)(=O)NCc1cccs1	1%	-4	3%	-1	2%	-9	-1	0%	8%	-3%
CCOC(=O)CNS(=O)(=O)c1ccc(S(=O)(=O)NC2CC2)cc1	1%	-6	0%	3	7%	-8	-12	-3%	6%	x
O=C(CN1C(=O)S/C(=C\C=C\c2ccccc2)C1=O)Nc1cccc(O)c1	0%	7	u	-3	-1%	-21	-8	-1%	1%	3%[46.1 µM]
C=CCOC(=O)Nc1ccc(Cl)cc1NC(=O)OCC=C	1%	0	u	0	-6%	-10	-6	-3%	-2%	-5%
O=C(O)c1c2c(nc3ccc(F)cc13)CCC2	-1%	-4	-29%	-1	x	14	-5	2%	1%	-4%[46.1 µM]
COc1cc(-c2nc(C(=O)NC3CCCCC3)cc3c2[nH]c2ccccc23)cc(OC)c1OC	0%	-5	u	-3	-8%	6	-7	x	9%	-12%
NC(=O)NOCc1cccc(Cl)c1	-8%	5	u	3	4%	-6	16	-1%	21%	0%
